Source: PubChem (National Center for Advancing Translational Sciences (NCATS))
PGK inhibitor = blocks T. brucei phosphoglycerate kinase; PGK/GAPDH coupled, Kinase-Glo luminescence, 60 min; Potency, µM (top dose mostly 57.5 µM), without a hit: at the top dose activity change, negative = inhibition, most hits filed as inhibitors; 380,000 tested, 0.043% active; AID 602233; further: on the % scale 0 is the no-effect control and ±100 the full control effect; nearly all actives have a fitted effect of over 60% in size
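Luminescent ATP detection (Kinase-Glo Plus) follows a 60-minute room-temperature incubation, with wells lacking PGK as controls. Buffer: 100 mM TEA (pH 7.6), 5 mM MgCl2, 0.01% Tween-20. Coupling enzyme GAPDH (100 nM final) supplies unstable 1,3-BPG in-well.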
G9a inh = blocks human histone lysine methyltransferase G9a | G9a H3K9 monomethylation, AlphaScreen, 2 h | Potency, µM (top dose mostly 102 µM), inactives show at the top dose activity, negative = inhibition, actives largely listed as inhibitors | 350,000 tested, 8.8% active | AID 504332; further: on the % scale 0 is the no-effect control and ±100 the full control effect; nearly all actives have a fitted effect of over 75% in size
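G9a (20 nM) was preincubated 15 min with compound, then reacted 2 h at room temperature with 500 nM biotin-H3K9 peptide and 20 µM SAM. Monomethyl-H3K9 detected by AlphaScreen using anti-H3K9me1 antibody.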
GLS inh = inhibitors of human glutaminase (GLS). O94925. GLS enzymatic activity, qHTS titration. Potency, µM (top dose mostly 45.5 µM), inactives show at the highest dose activity change, negative = inhibition, actives largely listed as inhibitors. 410,000 tested, 0.21% active. AID 624170; further: on the % scale 0 is the no-effect control and ±100 the full control effect
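hKGA in 45 mM KH2PO4 (pH 8.2), 0.02% Tween-20 with compound, then 1mM L-Glutamine (stock as added) plus glutamate oxidase/HRP/Amplex red coupling mix. Fluorescence read initially and after 30 min at RT; signal change reflects glutamate formation.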
Pin1 inh = blocks the human prolyl isomerase Pin1 | Q13526 | Pin1 FP peptide displacement, HiFluor488, 10 min | Potency, µM (titrated, usually from 115 µM), inactives show at the highest dose activity, negative = inhibition, actives largely listed as inhibitors | 390,000 tested, 0.009% active; active means well fitted inhibition curve with a large enough effect in the polarisation, with a control signal flat, not every such curve was filed as active; inconclusive means small, poorly fitted or top-dose-only effect, or effect the other way, or a change in a side signal; inactive means no such curve, though single readings can be large or run the other way; the % refers to the polarisation; further: on the % scale 0 is the no-effect control and ±100 the full control effect
BAZ2B inh = inhibitors of human BAZ2B bromodomain | Potency, µM (series often up to 114 µM), without a hit: at the top dose activity change, negative = inhibition, usual class: inhibitors | Q9UIF8 | 360,000 tested, 4.4% active | AlphaScreen BAZ2B-H3K14Ac peptide displacement; further: on the % scale 0 is the no-effect control and ±100 the full control effect; nearly all actives have a fitted effect of over 60% in size
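Inhibition is scored as reduced AlphaScreen emission. The BAZ2B/b-H3(5-23)K14Ac complex (50 nM each) in PBS pH 7.4, 0.01% Tween-20 meets compound (up to 110 uM) for 30 min at RT before bead addition.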
HP1b binding inh = blocks HP1-beta chromodomain binding to methylated histone tails; Potency, µM (series often up to 114 µM), without a hit: at the highest dose activity change, negative = inhibition, most hits filed as inhibitors; AlphaScreen HP1-beta / biotin-H3K9me3 peptide binding; P83916; AID 540317; 390,000 tested, 0.56% active; further: nearly all actives have a fitted effect of over 70% in size; inactives centre near 23
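HP1-beta protein (50 nM final) preincubated 30 min at room temperature with biotinylated H3(1-18)K9me3 peptide (50 nM) in PBS pH 7.4, 0.01% Tween-20, then compound added for 30 min. AlphaScreen streptavidin donor/nickel chelate acceptor beads (10 ug/mL final), 30 min dark, luminescence read.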
JMJD2A Tudor = blocks the human JMJD2A Tudor domain; AlphaScreen JMJD2A-Tudor / H3K4me3 peptide binding; Potency, µM (highest dose often 114 µM), without a hit: top-dose activity change, negative = inhibition, hits mostly inhibitors; 390,000 tested, 4.4% active; further: on the % scale 0 is the no-effect control and ±100 the full control effect; nearly all actives have a fitted effect of over 50% in size
Target sequence (O75164 whole entry, looked up, the tested form may be a part): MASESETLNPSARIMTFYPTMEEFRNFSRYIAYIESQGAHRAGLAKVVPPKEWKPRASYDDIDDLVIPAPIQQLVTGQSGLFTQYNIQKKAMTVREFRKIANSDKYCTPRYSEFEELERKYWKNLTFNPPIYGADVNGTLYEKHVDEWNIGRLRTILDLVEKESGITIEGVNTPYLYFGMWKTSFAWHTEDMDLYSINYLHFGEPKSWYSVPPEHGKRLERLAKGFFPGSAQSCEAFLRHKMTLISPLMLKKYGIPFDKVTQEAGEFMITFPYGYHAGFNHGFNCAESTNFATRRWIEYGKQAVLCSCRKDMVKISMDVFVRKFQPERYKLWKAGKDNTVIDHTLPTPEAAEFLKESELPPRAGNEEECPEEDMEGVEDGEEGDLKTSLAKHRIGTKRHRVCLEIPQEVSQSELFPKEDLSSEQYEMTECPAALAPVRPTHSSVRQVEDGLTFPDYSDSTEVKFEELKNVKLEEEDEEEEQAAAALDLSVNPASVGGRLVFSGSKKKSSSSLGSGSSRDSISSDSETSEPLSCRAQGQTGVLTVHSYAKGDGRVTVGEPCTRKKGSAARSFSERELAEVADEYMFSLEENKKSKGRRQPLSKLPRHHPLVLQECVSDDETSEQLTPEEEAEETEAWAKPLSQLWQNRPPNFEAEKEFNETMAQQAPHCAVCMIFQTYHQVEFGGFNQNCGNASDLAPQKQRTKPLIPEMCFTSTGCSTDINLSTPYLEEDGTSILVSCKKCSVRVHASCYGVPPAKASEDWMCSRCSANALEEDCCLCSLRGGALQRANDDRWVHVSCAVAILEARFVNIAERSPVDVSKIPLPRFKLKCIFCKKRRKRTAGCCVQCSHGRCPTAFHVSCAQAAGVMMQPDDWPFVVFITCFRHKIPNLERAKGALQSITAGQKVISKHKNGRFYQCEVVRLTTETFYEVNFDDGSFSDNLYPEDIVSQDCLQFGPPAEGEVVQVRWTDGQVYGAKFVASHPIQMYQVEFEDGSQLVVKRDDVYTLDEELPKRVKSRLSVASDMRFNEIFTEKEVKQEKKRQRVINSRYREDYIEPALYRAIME
BLM inh = Bloom syndrome helicase (human) inhibition | P54132 | recombinant BLM DNA unwinding, fluorescence dequenching | Potency, µM (doses to about 56.1 µM), for inactives: top-dose activity change, negative = inhibition, hits mostly inhibitors | 350,000 tested, 0.2% active;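 further: plate controls were vehicle for no effect and no enzyme for full effect; nearly all actives have a fitted effect of over 35% in size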
POLI inh = blocks human DNA polymerase iota activity; Q9UNA4; Pol iota fluorescent replication assay, 10 min; Potency, µM (highest dose often 115 µM), inactives show top-dose activity, negative = inhibition, hits mostly inhibitors; 390,000 tested, 1% active; AID 588590
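Pol iota at 10 nM preincubated 15 min with compounds at room temperature; reaction started with fluorescent substrate, 50 nM final. Fluorescence read kinetically at 0 and 10 min; buffer-only wells as negative control.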
An asterisk follows results filed as active; i = inactive; u = inconclusive; x = no result given; & = joins results of further samples; [ ] = remark or other dose. Unless noted, the call rests on the fitted dose curve; in most records, active means well fitted curve in the direction sought with a large enough effect; inconclusive means small, poorly fitted or top-dose-only effect, or another doubt; inactive means no such curve, though single readings can be large; an effect the other way counts as inactive or inconclusive. Potency means the concentration at half of the fitted maximal effect.

Values in the order – G9a inh, GLS inh, BAZ2B inh, POLI inh, PGK inhibitor, JMJD2A Tudor, HP1b binding inh, BLM inh, Pin1 inh
> Cc1onc(-c2c(F)cccc2Cl)c1C(=O)Nc1cc(S(=O)(=O)N2CCCCC2)ccc1O
 : x, -0.5%, x, -2.5%, 2.1%, -34.6%, -13.1%, x, u
> CCOc1ccc(N2CC(C(=O)NC(C)C)CC2=O)cc1 (stereo unspecified)
 : 28.1%[0.0925 µM], 3.1%, 8.0%, -4.2%, -8.6%, -4.3%, 10.3%, -12.5%, -3.5%
> COc1ccccc1C/C(N)=N/OC(=O)c1ccco1
 : 11.4%[0.501 µM], 1.3%, 1.9%, u, 2.4%, -7.0%, 34.2%, -3.4%, 4.5%
> COc1cc(OC)cc(-c2c(C#Cc3ccsc3)c3cc(-c4cccc5[nH]cc(C=O)c45)ccc3n2C)c1
 : x, 3.0%, x, u, 2.3%, -14.4%, 11.8%, x, u
> COc1ccc(NC(=O)CN(C)CC(=O)Nc2ccc(Cl)c(S(=O)(=O)N(C)C)c2)cc1
 : 4.6%, -9.7%, -17.8%, 23.8%, -1.4%, -13.0%, 32.5%, -2.0%, -1.8%
> COc1ccc(CNC(=O)C2CC(c3ccc(C(F)(F)F)cc3)=NO2)cc1 (stereo unspecified)
 : 32.3%[59 µM], 0.9%, 3.1%, -13.7%, -0.3%, -21.7%, 18.4%, -2.7%, 4.7%
> Cc1cc(C)c(S(=O)(=O)c2ccc(Cl)cc2)c(Cl)n1
 : 48.8%[activator], 0.9%, 10.5%, 50.7%[activator], 8.8%, 3.3%, 51.0%[activator], -4.4%, 0.6%
> CNC(=S)N/N=C/c1cn(Cc2ccc(F)cc2)c2ccccc12
 : 47.7%[59 µM], 17.1%, u, 11.0%, -4.0%, -24.0%, 14.5%, -11.0%, 2.7%
> CCN(CCn1cccn1)C(=O)c1ccc2nc(Cc3ccc(OC)cc3)oc2c1
 : 12.1%, -13.0%, -15.3%[57.1 µM], 0.7%, -10.9%, 0.0%, 31.9%, 0.2%, 5.9%
> CCCCN(C)C(=O)c1ccc2c(c1)S(=O)(=O)c1ccccc1C2=O
 : 66.3%, -16.4%, -13.9%, 31.1%[activator], i, -14.5%, 37.9%, -8.3%, -2.4%
> COc1ccc(CNC(=O)CSCc2ccc(C)cc2)c(OC)c1
 : -2.4%[59 µM], 0.6%, 6.1%, 10.4%, -5.4%, -3.4%, 57.6%[activator], -1.9%, 0.6%
> CC(=O)c1c(C)[nH]c(C(=O)OCC(=O)Nc2cccc(S(=O)(=O)N(C)C)c2)c1C
 : 1.8%[59 µM], 0.5%, 50.1µM*, 12.1%, 1.0%, -23.4%, 48.9%[activator], -9.5%, 6.0%
> CC12c3ccccc3C(c3ccccc31)C1C(=O)N(Cc3cccnc3)C(=O)[C@H]12 (stereo partly specified)
 : 15.6%[59 µM], -0.8%, -29.9%, 11.0%, -0.3%, -7.0%, 28.2%, 5.4%, -2.6%
> CCOc1ccc(C2NC(=O)c3ccccc3O2)cc1OC (stereo unspecified)
 : -1.0%, 13.3%, -36.6%, 12.1%, 5.7%, -14.6%, 38.9%[activator], -2.1%, -8.7%
> CC(=O)Nc1ccc(S(=O)(=O)Nc2ccc3c(c2)CCC3)cc1
 : 44.7µM*, -19.6%, -17.9%, 23.2%, -8.5%, -21.7%, -4.1%, -4.4%, -10.3%
> CC(=O)N1CCN(C(=O)c2ccc(Cl)c(S(=O)(=O)N3CCc4ccccc43)c2)CC1
 : 23.0%[12.7 µM], 8.0%, -0.6%, 7.0%, -3.2%, -17.7%, 6.4%, x, -3.9%
> O=C1/C(=C/c2ccccc2Cl)SC(=S)N1CCCC(=O)N(CCO)c1ccccc1
 : 20µM*, 2.1%, 3.16µM*, 39.3%[activator], 5.4%, 8.91µM*, -23.3%, -10.6%, 0.6%
> CCc1ccc(NC(=O)CCC(=O)Nc2nnc(C(F)(F)F)s2)cc1
 : -0.1%, -11.0%, -18.8%, 11.2%, -4.9%, -9.0%, 46.5%[activator], -1.2%, -1.4%
> CN(O)/C=C/C(=O)c1ccc(Br)cc1
 : 20µM*, -4.6%, -31.3%, 111.7%[activator], 3.6%, 50.1µM*, -22.5%, -4.7%, 19.2%
> NC(=O)NC(=O)CSc1nnc(-c2ccc(Cl)cc2)n1CC1CCCO1 (stereo unspecified)
 : -5.3%, 2.8%, 1.2%, 26.4%, 7.4%, -9.4%, 35.6%[activator], -1.0%, 0.7%
> O=C(NC1CC2CCCC(C1)N2C(=O)Nc1ccccc1F)C1CC1 (stereo unspecified)
 : -3.3%, -2.4%, 0.9%, -0.3%, -9.7%, -9.7%, 20.9%, -0.2%, -0.6%
> CCCCC1OC2(C)OC(=N)C1(C#N)C(C#N)(C#N)C2c1ccccc1 (stereo unspecified)
 : 44.7µM*, 28.2%, 1.6%, 16.6%, -1.6%, -15.2%, 17.8%, -4.3%, u
> CCCCc1ccc(NC(=O)COCC)cc1
 : 25.7%[59 µM], 0.5%, 13.6%, -8.0%, -1.1%, 8.4%, 95.0%[activator], -2.1%, -7.2%
> CC1CCCCN1Cc1ccc(N)cc1 (stereo unspecified)
 : 6.7%[59 µM], -1.5%, -4.8%, 13.5%, -8.6%, -3.1%[57.1 µM], 54.8%[activator], 0.8%, -2.4%
> O=C(O)c1ccc(NS(=O)(=O)/C=C/c2ccccc2)cc1O
 : u, 0.3%, -35.3%, -15.8%[58.9 µM], -8.5%, -14.6%, 9.0%, -6.7%, -13.1%
> Cc1ccccc1-c1nc2cc(NC(=O)C3CC3)ccc2o1
 : -17.5%, -0.2%, 2.2%, -1.7%, i, -4.9%, 26.3%, -7.9%, 6.8%
> CCOC(=O)c1cc(-c2ccc(OC)cc2)n(CCC(=O)Nc2ccccc2OC)c1C
 : -31.8%[59 µM], 0.8%, 79.4µM*, -14.5%, -11.4%, 28.2µM*, 28.2%, -14.0%, 2.3%
> CCCCN(C)CCCNC(=O)CN1C(=O)COc2ccc(S(=O)(=O)N3CCOCC3)cc21
 : -6.6%, 10.9%&3.8%, -3.0%&0.8%, -19.4%&12.0%, -7.5%&1.9%, 4.7%&-2.7%, 33.8%&29.7%, -1.6%&1.1%, 0.6%&-9.3%
> COC(=O)c1ccc(CNC(=O)COC(=O)CCC(=O)c2ccc(F)cc2)cc1
 : x, 6.2%, x, 8.6%, -0.4%, -9.7%, 31.1%, x, -2.6%
> CC(C)CN(C(=O)CCC(=O)OCC(=O)c1ccc(F)c(F)c1)c1c(N)n(CC(C)C)c(=O)[nH]c1=O
 : 10.0%, -0.3%, -16.0%, 16.2%, -4.9%, -17.1%, 25.4%, -2.5%, 1.0%

Some of the entries above, reformatted:
SMILES,G9a inh,GLS inh,BAZ2B inh,POLI inh,PGK inhibitor,JMJD2A Tudor,HP1b binding inh,BLM inh,Pin1 inh
CCCCC1OC2(C)OC(=N)C1(C#N)C(C#N)(C#N)C2c1ccccc1 (stereo unspecified),44.7µM*,28.2%,1.6%,16.6%,-1.6%,-15.2%,17.8%,-4.3%,u
CCCCc1ccc(NC(=O)COCC)cc1,25.7%[59 µM],0.5%,13.6%,-8.0%,-1.1%,8.4%,95.0%[activator],-2.1%,-7.2%

Next section:
Values in the order – G9a inh, GLS inh, BAZ2B inh, POLI inh, PGK inhibitor, JMJD2A Tudor, HP1b binding inh, BLM inh, Pin1 inh
> CCOc1ccc(OCC(=O)NCCS(=O)(=O)N2CCN(c3ccc(OC)cc3)CC2)cc1
 : -4.2%[59 µM], -3.7%, 0.3%, 47.2%[activator], -5.6%, -15.3%, 7.8%[57 µM], 2.3%, 0.9%
> COc1ccc(N(CN2C(=O)c3ccccc3C2=O)C(=O)COc2ccc(Cl)cc2Cl)cc1
 : 14.4%[59 µM], 4.4%, -2.4%, 212.4%[activator], -4.0%, -20.6%, 15.5%, 1.0%, 7.6%
> Cn1c(C(=O)N2CCCC(C(=O)N3CCN(c4ccccc4)CC3)C2)cc2sccc21 (stereo unspecified)
 : -0.6%[59 µM], -4.0%, -30.7%, -19.8%, -2.0%, -32.4%, 9.5%, -4.2%, -1.7%
> CC(C)(C)c1ccc(O)c(/C=N\O)c1
 : 29.2%[59 µM], 23.9%, -6.9%, -5.1%, -1.3%, u, 29.9%, -11.8%, -0.5%
> Cc1ccc(NC(=O)CN2C(=O)COc3ccc(S(=O)(=O)N4CCCCCC4)cc32)cc1C
 : -4.1%[59 µM], 0.7%, -9.9%, 4.0%, 9.8%, -12.5%, 19.9%, -1.3%, 5.9%
> COc1ccc(CCC(C)Nc2ccccc2F)cc1 (stereo unspecified)
 : 34.4%[59 µM], 12.9%, 61.9%[activator], -5.8%, -1.6%, 71.8%[activator], 136.7%[activator], 0.2%, -2.2%
> COc1ccccc1C(=O)N/N=C(\C)CC(=O)Nc1ccc2c(c1)OCCO2
 : 19.0%, -13.2%, -6.4%, 60.5%[activator], -6.5%, -1.1%, 42.3%[activator], -1.6%, -1.6%
> Cc1ccc(CCNC(=O)c2cc3n(n2)CCCN(Cc2ccc(C)cc2)C3=O)cc1
 : 0.8%[59 µM], -14.7%, -3.3%, 10.4%, i, -24.5%, 9.8%, -4.7%, 0.4%
> CC(C)C(=O)Nc1ccc(C(=O)N2CCCCCC2)cc1
 : u, x, 11.9%, 26.7%, 0.6%, 12.6%, 34.8%, -5.8%, 4.1%
> Cc1c(C(=O)O)sc(S(=O)(=O)N2CCN(C(=O)CCc3ccccc3)CC2)c1C(=O)O
 : u, 9.3%, u, -28.3%, -13.4%, u, 23.4%, x, u
> C=CCOc1ccc(Br)cc1CNCCO
 : -13.4%, 6.0%, -7.5%, 55.4%[activator], i, 0.0%, 29.1%[57 µM], -10.6%, -4.8%

An excerpt; count on the stated rates, not on these rows.
